# TrxR1 substrate: rat thioredoxin reductase 1 substrate activity | purified TrxR1 substrate turnover, NADPH consumption readout | 390,000 tested, 0.01% active | Potency, µM (top dose mostly 114 µM), inactives show at the top dose activity change, negative = substrate turnover; further: potency means the concentration at half of the fitted maximal effect; on the % scale 0 is the no-effect control and ±100 the full control effect; nearly all actives have a fitted effect of over 50% in size
#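 Rat TrxR1, dispensed at 90 nM, was prereduced with 400 uM NADPH (final) for 5 min at ~22 deg C, then incubated with compound 15 min before 400 uM selenite. A first-read NADPH fluorescence drop versus no-compound background flagged substrates.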
# mIDH1 inhibitor: human IDH1 R132H inhibition | AID 602179 | Potency, µM (series often up to 76.6 µM), for the others: at the top dose activity change, negative = inhibition, most hits filed as inhibitors | IDH1-R132H enzyme, NADPH consumption, diaphorase/resazurin fluorescence | 390,000 tested, 0.093% active; further: potency means the concentration at half of the fitted maximal effect; on the % scale 0 is the no-effect control and ±100 the full control effect; nearly all actives have a fitted effect of over 65% in size
# Target sequence (O75874 whole entry R132H, stated change not applied): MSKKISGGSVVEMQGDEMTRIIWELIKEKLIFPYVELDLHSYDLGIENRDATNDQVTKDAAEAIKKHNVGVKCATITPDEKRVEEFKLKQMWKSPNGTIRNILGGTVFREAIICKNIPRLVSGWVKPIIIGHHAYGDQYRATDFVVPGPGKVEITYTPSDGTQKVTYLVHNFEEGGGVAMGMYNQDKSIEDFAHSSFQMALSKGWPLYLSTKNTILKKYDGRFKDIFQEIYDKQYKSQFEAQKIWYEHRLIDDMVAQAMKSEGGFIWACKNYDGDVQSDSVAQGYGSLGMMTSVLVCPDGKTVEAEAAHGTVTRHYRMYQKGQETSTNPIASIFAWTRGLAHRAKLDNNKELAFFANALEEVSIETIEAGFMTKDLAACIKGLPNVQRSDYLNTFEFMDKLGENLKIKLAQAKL
#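 IDH1-R132H (0.5 ug/mL) preincubated 30 min with compound, then NADPH (0.016 mM) and alpha-KG (2 mM) added; 80 min at RT, pH 7.5. Remaining NADPH coupled via diaphorase/resazurin to fluorescence (540/590 nm); concentration-response curves normalized to no-enzyme control.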
# GLS inhibitor: glutaminase GLS (human) inhibition. Potency, µM (highest dose often 45.5 µM), without a hit: top-dose activity change, negative = inhibition, actives largely listed as inhibitors. AID 624170. GLS enzymatic activity, qHTS titration. O94925. 410,000 tested, 0.21% active; further: potency means the concentration at half of the fitted maximal effect; on the % scale 0 is the no-effect control and ±100 the full control effect
#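 Human kidney-isoform GLS in 45 mM KH2PO4 pH 8.2, 0.02% Tween-20, with compound, started with 1mM L-Glutamine (added stock). Glutamate oxidase/HRP/Amplex red coupled fluorescence read at start and after 30 min at RT.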
# PI4K2A inh: blocks human PI4K2A kinase activity; AID 1346378; activity change, negative = inhibition, % at 76.9 µM; 420,000 tested, 0.13% active; purified PI4K2A, ADP-Glo luminescence, 1 h; stronger effect = lower value; in the data active means activity change below about -50%; inconclusive means mostly about -30% to -49%;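 further: -100% = wells without enzyme as full effect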
# Target sequence (Q9BTU6 whole entry, looked up): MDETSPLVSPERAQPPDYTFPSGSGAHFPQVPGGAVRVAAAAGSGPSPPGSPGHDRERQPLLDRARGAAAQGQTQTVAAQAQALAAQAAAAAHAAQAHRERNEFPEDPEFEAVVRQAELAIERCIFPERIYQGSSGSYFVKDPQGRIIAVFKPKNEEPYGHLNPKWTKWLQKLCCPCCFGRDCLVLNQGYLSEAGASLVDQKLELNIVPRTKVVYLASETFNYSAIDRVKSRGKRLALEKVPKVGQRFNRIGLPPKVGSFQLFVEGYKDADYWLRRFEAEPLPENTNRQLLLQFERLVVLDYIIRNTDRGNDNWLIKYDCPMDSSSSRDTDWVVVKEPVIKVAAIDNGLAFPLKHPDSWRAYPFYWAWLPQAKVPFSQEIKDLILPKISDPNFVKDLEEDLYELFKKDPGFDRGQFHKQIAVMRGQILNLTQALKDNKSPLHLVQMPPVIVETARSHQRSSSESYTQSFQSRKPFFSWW
#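 In this quantitative HTS, ADP production by PI4K2A was quantified luminescently after 1 h at ambient temperature; 100 microM adenosine served as plate-quality control.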
# rTrxR1 inhibitor: blocks rat thioredoxin reductase 1 | O89049 | recombinant rTrxR1, NADPH fluorescence consumption, selenite substrate | Potency, µM (highest dose often 114 µM), inactives show at the top dose activity change, negative = inhibition, usual class: inhibitors | 390,000 tested, 1% active; further: potency means the concentration at half of the fitted maximal effect; on the % scale 0 is the no-effect control and ±100 the full control effect; nearly all actives have a fitted effect of over 65% in size
#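 Rat TrxR1 (90 nM in the dispensed reagent) was pre-reduced with 400 uM NADPH for 5 min at room temperature, then incubated with compound for 15 min. After 400 uM selenite was added, NADPH fluorescence (Ex 340/Em 450 nm) was followed for 8 min.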
# Pin1 inhibitor: human Pin1 inhibition. 390,000 tested, 0.009% active. Q13526. Potency, µM (highest dose often 115 µM), for inactives: top-dose activity, negative = inhibition, actives largely listed as inhibitors. Pin1 FP peptide displacement, HiFluor488, 10 min; active means well fitted inhibition curve with a large enough effect in the polarisation, with a control signal flat, not every such curve was filed as active; inconclusive means small, poorly fitted or top-dose-only effect, or effect the other way, or a change in a side signal; inactive means no such curve, though single readings can be large or run the other way; the % refers to the polarisation; further: potency means the concentration at half of the fitted maximal effect; on the % scale 0 is the no-effect control and ±100 the full control effect
# Target sequence (Q13526 whole entry, looked up): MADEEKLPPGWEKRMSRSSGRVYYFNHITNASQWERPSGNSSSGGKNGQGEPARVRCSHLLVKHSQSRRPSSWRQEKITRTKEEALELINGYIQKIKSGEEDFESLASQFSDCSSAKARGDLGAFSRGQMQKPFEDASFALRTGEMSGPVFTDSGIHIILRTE
# Tb PGK inh: blocks T. brucei phosphoglycerate kinase; P07378; PGK/GAPDH coupled, Kinase-Glo luminescence, 60 min; Potency, µM (series often up to 57.5 µM), for the others: at the highest dose activity change, negative = inhibition, hits mostly inhibitors; 380,000 tested, 0.043% active; AID 602233; further: potency means the concentration at half of the fitted maximal effect; on the % scale 0 is the no-effect control and ±100 the full control effect; nearly all actives have a fitted effect of over 60% in size
#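 Recombinant glycosomal PGK reaction used 1,3-bisphosphoglycerate generated in-well by GAPDH (100nM final) in 100mM TEA pH 7.6, 5mM MgCl2, 0.01% Tween-20. After 60 minutes at room temperature, ATP was read by Kinase-Glo Plus luminescence end-point.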
# USP1 inh: inhibitors of human USP1/UAF1 deubiquitinase | O94782 | recombinant USP1/UAF1, Ub-Rhodamine cleavage fluorescence | Potency, µM (titrated, usually from 57.1 µM), inactives show at the top dose activity change, negative = inhibition, actives largely listed as inhibitors | 390,000 tested, 0.23% active | AID 743255; further: potency means the concentration at half of the fitted maximal effect; on the % scale 0 is the no-effect control and ±100 the full control effect; nearly all actives have a fitted effect of over 60% in size; inactives centre near -12
#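 Step one: compound is pinned into 1nM USP1/UAF1 in HEPES pH 7.8 buffer with TCEP. Step two: 15 min room-temperature incubation. Step three: Ub-Rho (150nM final) starts cleavage, tracked by fluorescence over six one-minute reads.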
# HP1b chromo inh: inhibitors of HP1-beta chromodomain binding to methylated histone tails. P83916. Potency, µM (top dose mostly 114 µM), inactives show at the highest dose activity change, negative = inhibition, usual class: inhibitors. AlphaScreen HP1-beta / biotin-H3K9me3 peptide binding. AID 540317. 390,000 tested, 0.56% active; further: potency means the concentration at half of the fitted maximal effect; nearly all actives have a fitted effect of over 70% in size; inactives centre near 23
#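 AlphaScreen: HP1-beta (50 nM) preformed 30 min with biotin-H3(1-18)K9me3 peptide (50 nM) in PBS pH 7.4, 0.01% Tween-20. Compound added for 30 min at RT, then streptavidin donor/nickel chelate acceptor beads (10 ug/mL) for 30 min.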
# The depositor's hits bear a star; i = inactive; u = inconclusive; x = no result given; [ ] = dose if it differs, or a comment. Unless noted, the call rests on the fitted dose curve; in most records, active means well fitted curve in the direction sought with a large enough effect; inconclusive means small, poorly fitted or top-dose-only effect, or another doubt; inactive means no such curve, though single readings can be large; an effect the other way counts as inactive or inconclusive. Only part of the results is shown. The share of hits here may be higher or lower than overall.
SMILES,TrxR1 substrate,mIDH1 inhibitor,GLS inhibitor,PI4K2A inh,rTrxR1 inhibitor,Pin1 inhibitor,Tb PGK inh,USP1 inh,HP1b chromo inh
Cc1cc(NS(=O)(=O)c2ccc(NC(=O)N[C@H](C(=O)O)C(C)C)cc2)no1,1%,-9%,1%,3,25%,-8%,i,-13%,25%
O=C1N=C(N2CCOCC2)CS1,-5%,-5%,12%,-1,-10%,-3%,-5%,10%,25%
CNc1nc(Cl)c(SC)c(NCc2ccc(F)cc2)n1,7%,7%,3%,-3,27%,-1%,-9%,-23%,36%
CCCCCC(=O)Nc1cccc(C2=NOC3(C2)C[C@@H](C(N)=O)N(C(=O)Cc2ccc([N+](=O)[O-])cc2)C3)c1 (stereo partly specified),-1%[57.1 µM],-2%,1%,3,-5%[57.1 µM],1%,-7%,1%,22%
Cc1ccc(S(=O)(=O)/N=C(/c2ccccc2)N2CCOCC2)cc1,-17%[57.1 µM],7%,18%,0,21%[57.1 µM],-12%,i,u,38%
CC(=O)c1cccc(N(CC(=O)Nc2ccccc2C(=O)N2CCCC2)S(C)(=O)=O)c1,4%,0%,11%,1,25%,-3%,-7%,-27%,26%
O=C(NCc1cccc(Cl)c1)c1ccc(NC(=O)N2CCSc3ccccc32)cc1,9%,-11%,-3%,0,12%,26%,8%,-9%,28%
Cc1cccc2cc(CN(CCCO)C(=O)Nc3cccc(Cl)c3)c(=O)[nH]c12,-9%,2%,8%,3,-9%,3%,4%,-3%,-2%
Cc1c(CCO)c(=O)[nH]n1C(=O)c1ccc(F)cc1,-3%,2%,15%,8,-9%,2%,-3%,-16%,29%
O=C(CC1C[C@H](C(=O)N2CCOCC2)[C@@]2(CCC3CCCC3)c3[nH]c4ccccc4c3CCN2C1=O)NCCc1ccccn1 (stereo partly specified),5%,1%,0%,0,15%,-11%,-16%,-15%,-5%
CC(=C/c1ccc(C(C)C)cc1)/C=N/NC(=O)Cn1nc(C)cc1C,8%[57.1 µM],5%,2%,0,4%[57.1 µM],-6%,-10%,-12%,14%
CCCn1c(SC(C)C(=O)NC2CCCC2)n[nH]c1=O (stereo unspecified),-3%,20%,8%,1,-5%,-6%,i,-12%,18%
Cc1ccsc1C(=O)N1CCN(c2ncc(C(F)(F)F)cc2Cl)CC1,-13%,4%,2%,-3,-10%,6%,-2%,-11%,36%
Cc1ccc(NC(=O)Nc2nc(-c3ccc(C)s3)cs2)cc1,14%[57.1 µM],2%,11%,3,24%[57.1 µM],-3%,1%,-16%,19%
CCn1c(=O)c2sccc2n2c(CCCC(=O)N3CCN(c4ccc(F)cc4)CC3)nnc12,-7%,-11%,3%,-13,-2%,-7%,i,-19%,24%
c1ccc(COc2ccc(OCCCN3CCCC3)cc2)cc1,0%,5%,8%,-1,7%,1%,-3%,-21%,-9%
O=C(C1=C(O)C(=O)N(CCN2CCOCC2)C1c1ccccn1)c1cccs1 (stereo unspecified),1%,7%,-10%,4,22µM*,0%,9%,-15%,46%[activator]
CC(C)(Oc1ccc(Cl)cc1)C(=O)NC1CCCCC1,-7%,4%,4%,6,3%,0%,-7%,-9%,50%[activator]
CCNC(=S)Nc1ccc(NC(=O)c2ccccc2O)cc1,12%[57.1 µM],3%,-6%,-4,10%[57.1 µM],-4%,-1%,-9%,28%
COc1ccc(NC(=O)CSc2nc3ccsc3c(=O)n2CCC(=O)O)cc1,x,5%,0%,2,x,x,-7%,u,x
Cc1ccccc1Nc1nc(N)nc(CSc2nnnn2C)n1,-3%,4%,6%,0,16%,-12%,i,-3%,21%
O=C(C1=C[C@H](c2coc3ccccc3c2=O)C[C@H](OCc2ccc(CO)cc2)O1)N1CCOCC1,2%,-9%,1%,-3,5%,-2%,3%,-22%,34%
COc1ccc(-c2nn(CC(=O)NCCc3ccccc3)c(=S)n2C)cc1,-13%,6%,2%,-5,-20%,0%,-9%,-8%,32%
Cc1cc2nnc(SC(C)C)n2c2ccccc12,44%[activator],2%,-2%,6,10%,1%,1%,5%,8%
CCC(C(=O)Nc1nnc(-c2ccco2)s1)c1ccccc1 (stereo unspecified),5%[57.1 µM],1%,-1%,-8,3%[57.1 µM],60%[activator],-3%,-25%,25%

# Shown tab-delimited: two of the compounds above
Compound	TrxR1 substrate	mIDH1 inhibitor	GLS inhibitor	PI4K2A inh	rTrxR1 inhibitor	Pin1 inhibitor	Tb PGK inh	USP1 inh	HP1b chromo inh
CCn1c(=O)c2sccc2n2c(CCCC(=O)N3CCN(c4ccc(F)cc4)CC3)nnc12	-7%	-11%	3%	-13	-2%	-7%	i	-19%	24%
CC(=O)c1cccc(N(CC(=O)Nc2ccccc2C(=O)N2CCCC2)S(C)(=O)=O)c1	4%	0%	11%	1	25%	-3%	-7%	-27%	26%

# Going on with the list:
SMILES,TrxR1 substrate,mIDH1 inhibitor,GLS inhibitor,PI4K2A inh,rTrxR1 inhibitor,Pin1 inhibitor,Tb PGK inh,USP1 inh,HP1b chromo inh
Oc1ccc2ccc3cccc[n+]3c2c1,-18%,5%,2%,-8,-35%,x,-9%,28µM*,-15%
CCCCN(C)C(=O)CN1C(=O)c2cccnc2Oc2ccc(Cl)cc21,-3%,-5%,-4%,3,12%,5%,-2%,-29%,8%
COc1ccc2oc(C(=O)OCC(=O)Nc3ccc(C(=O)N(C)C)cc3)c(C)c2c1,25%,7%,-1%,-1,-18%,-1%,-5%,-24%,27%
C=CCNC(=O)c1cccc(OC2CCN(CC(C)(C)C)CC2)c1,3%,3%,13%,0,12%,-7%,-10%,-5%,19%
CC(NC(=O)c1ccccc1Cl)c1nnc(SCC(=O)Nc2ccc(C(=O)O)cc2)n1C (stereo unspecified),-1%,-3%,6%,10,-1%,-1%,-4%,-5%,-3%
CCS(=O)(=O)c1cc([N+](=O)[O-])c(Sc2ccccc2NC(C)=O)s1,10%[57.1 µM],-3%,0%,-1,8.9µM*,-8%,-4%,-1%,-26%
O=C(Cn1cnc2scc(-c3ccc(Br)cc3)c2c1=O)N1CCOCC1,3%,16%,-3%,-4,17%,0%,i,-5%,20%
COc1ccc(CSC(=S)NNc2ccccc2)cc1,x,-5%,0%,2,x,x,-10%,-24%,x
CC1Cc2ccccc2N1CC(=O)NC(=O)NC1CCCCC1 (stereo unspecified),3%,-2%,-3%,5,19%,1%,-2%,-24%,9%
COc1ccc(CCNC(=O)c2c(C)nn(-c3ccccc3)c2Cl)cc1,-2%,3%,6%,5,-4%,-5%,4%,-13%,28%
Cc1ccc(C2NC(=O)c3ccccc3N2)c(C)c1 (stereo unspecified),5%[11.4 µM],2%,1%,6,-1%[11.4 µM],5%,i,-10%,41%[activator]
Cc1ccc(Cl)cc1NC(=O)C1CC1c1ccccc1 (stereo unspecified),-1%,4%,-8%,-1,4%,2%,-8%,-14%,42%
O=C1CCCc2c1cnc1ncnn21,1%[57.1 µM],0%,-4%,7,-1%[57.1 µM],-7%,5%,-3%,8%
Cc1ccc2c(c1)C1CN(C)CCC1N2S(=O)(=O)c1cc(C(F)(F)F)ccc1Cl (stereo unspecified),-7%,19%,-1%,7,14%,-12%,-1%,-10%,9%
COc1cccc(C2C(C(=O)NCc3ccccc3)=C(C)Nc3ncnn32)c1 (stereo unspecified),-2%,-6%,19%,2,8%,-3%,i,-2%,12%
O=C(NNC(=O)c1ccc(Br)s1)c1cccc(S(=O)(=O)N2CCCC2)c1,-1%,9%,17%,3,21%,-2%,-9%,-20%,11%
CCN(C(=O)CSc1nnc(-c2ccccc2C)n1C)c1c(N)n(Cc2ccccc2)c(=O)[nH]c1=O,-8%,-2%,-1%,5,-5%,7%,-9%,-2%,18%
COC(=O)[C@H](Cc1ccccc1)NC(=O)[C@@H]1C[C@H]1[C@@H](NC(=O)OCc1ccccc1)c1ccccc1,7%[57.1 µM],4%,-2%,-6,35%[57.1 µM],1%,-3%,u,12%
CS(=O)(=O)N1CCc2cc(S(=O)(=O)NCCNS(=O)(=O)c3ccc4c(c3)CCN4S(C)(=O)=O)ccc21,3%[57.1 µM],4%,-1%,-6,13%[57.1 µM],-3%,5%,-28%,18%
CCOc1ccc(C(=S)N2CCOCC2)cc1,13%[57.1 µM],1%,5%,-2,20%,2%,2%,5%,9%
O=C(Nc1ccccn1)c1cc2cc([N+](=O)[O-])ccc2s1,-5%,-5%,2%,-3,3%[57.1 µM],-1%,-5%,-18%,41%[activator]
O=C(CSc1nnc2ccccn12)NNC(=O)c1ccc(Cl)cc1,-8%,-5%,21%,0,-9%,3%,0%,-9%,31%
CCOC(=O)C1CCN(C(=O)C(CC)c2ccccc2)CC1 (stereo unspecified),3%,-2%,-3%,-5,15%,6%,x,-6%,40%[activator]
CCCn1c(CCC(=O)Nc2ccccc2OC)nc2cccnc21,-3%,5%,-5%,5,8%,4%,i,-13%,43%[activator]
O=c1cc(O)c2c(=O)[nH]c(=O)n(-c3ccccc3)c2[nH]1,-7%[57.1 µM],11%,-4%,-8,11%[57.1 µM],-2%,i,-18%,26%
COc1ccc(NC(=O)Nc2ccc(F)cc2)cn1,-1%,7%,11%,-3,16%,-15%,x,-10%,22%
Cc1ccc2c(c1)CCCN2C(=O)c1cc(C)on1,-12%,-4%,2%,1,-10%,-1%,-5%,-1%,25%
O=C(NCc1cccnc1)c1ccc(NC(=O)c2cccc([N+](=O)[O-])c2)cc1,-6%[57.1 µM],9%,1%,1,7%[57.1 µM],10%,-4%,-23%,-11%
Cc1ccc(NC(=O)c2ccccc2)s1,-11%,7%,1%,-16,-14%,5%,-8%,-6%,23%
